# From PubChem
# TDP1 block: qHTS Assay for Inhibitors of Tyrosyl-DNA Phosphodiesterase (TDP1). recombinant TDP1, AlphaScreen DNA substrate cleavage. Potency, µM (highest dose often 130 µM), inactives show at the top dose activity change, negative = inhibition, most hits filed as inhibitors. Tyrosyl-DNA phosphodiesterase 1 (Homo sapiens), Q9NUW8. AID 485290, 2010. actives 0.28% (n = 350,000); further: nearly all actives have a fitted effect of over 40% in size
# Target sequence (Q9NUW8 whole entry, looked up): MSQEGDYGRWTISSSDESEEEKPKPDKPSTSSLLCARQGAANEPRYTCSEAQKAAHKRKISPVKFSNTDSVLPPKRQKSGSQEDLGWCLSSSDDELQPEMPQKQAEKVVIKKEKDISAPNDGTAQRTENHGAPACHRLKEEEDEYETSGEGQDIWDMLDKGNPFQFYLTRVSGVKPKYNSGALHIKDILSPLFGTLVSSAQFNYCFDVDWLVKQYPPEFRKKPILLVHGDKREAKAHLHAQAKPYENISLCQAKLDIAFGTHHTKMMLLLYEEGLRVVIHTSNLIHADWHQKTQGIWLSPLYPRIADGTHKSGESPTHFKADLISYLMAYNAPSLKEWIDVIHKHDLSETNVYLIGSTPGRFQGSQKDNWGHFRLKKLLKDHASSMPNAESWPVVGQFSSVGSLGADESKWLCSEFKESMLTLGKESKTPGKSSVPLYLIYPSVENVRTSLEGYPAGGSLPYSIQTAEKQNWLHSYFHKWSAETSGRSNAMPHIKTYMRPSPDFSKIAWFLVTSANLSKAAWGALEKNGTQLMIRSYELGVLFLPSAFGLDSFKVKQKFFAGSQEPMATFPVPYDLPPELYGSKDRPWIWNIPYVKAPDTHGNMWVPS
#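 Here, a 5' biotin and 3' phosphotyrosine-FITC DNA oligonucleotide reports Tdp1 activity: intact substrate bridges AlphaScreen beads, while cleavage leaves a 3' phosphate and drops signal. All incubations at room temperature.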
# TDP1 cell CPT: qHTS for Inhibitors of human tyrosyl-DNA phosphodiesterase 1 (TDP1): qHTS in cells in presence of CPT; chicken DT40 Tdp1-/-;hTDP1 cells + 20 nM CPT, ATP luminescence, 48 h; AID 686979, 2013; Potency, µM (titrated, usually from 46.2 µM), inactives show top-dose activity change, negative = growth inhibition, actives largely listed as inhibitors; actives 12% (n = 420,000); further: nearly all actives have a fitted effect of over 55% in size
#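 Cell growth measured by CellTiter-Glo luminescence after a minimum 48 h, 37 C compound exposure with 20 nM CPT in Tdp1-knockout DT40 cells stably expressing hTDP1, seeded 400/well; qHTS titration format.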
# TDP1 cell noCPT: qHTS for Inhibitors of human tyrosyl-DNA phosphodiesterase 1 (TDP1): qHTS in cells in absence of CPT; AID 686978, 2013; actives 15% (n = 420,000); DT40 Tdp1-/- hTDP1 cells, no CPT, ATP luminescence, 48 h; Potency, µM (doses to about 46.2 µM), inactives show at the highest dose activity change, negative = growth inhibition, hits mostly inhibitors; further: nearly all actives have a fitted effect of over 55% in size
#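 No-CPT arm: Tdp1-/-;hTDP1 DT40 cells (400/well) plus compounds, incubated ≥48 hr at 37 °C. Readout CellTiter-Glo luminescence.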
# Active calls of the source: *; ? = inconclusive; / = no result given. The call rests on the fitted dose curve; in most records, active means well fitted curve in the direction sought with a large enough effect; inconclusive means small, poorly fitted or top-dose-only effect, or another doubt; inactive means no such curve, though single readings can be large; an effect the other way counts as inactive or inconclusive. On the % scale 0 is the no-effect control and ±100 the full control effect; potency means the concentration at half of the fitted maximal effect.
SMILES,TDP1 block,TDP1 cell CPT,TDP1 cell noCPT
OCC#CC[N+]1(CC#Cc2ccccc2)CCCC1,4.8%,-6.8%,26.8%
CC/C(=N\Nc1ccccc1)c1c(O)[nH]c(=O)[nH]c1=O,4.7%,-8.2%,0.9%
O=C(C1CCCO1)N1CCC2(CC1)OCCO2 (stereo unspecified),-7.4%,3.4%,-13.6%
COc1ccc(CN2CCN(C(=O)COc3ccccc3)CC2)c(OC)c1,/,-25.2%,?
CC(C)CN1CCN(Cc2cccc3c2OCO3)CC1CCO (stereo unspecified),0.0%,-4.0%,-27.0%
Oc1ccccc1/C=N/[n+]1ccccc1,0.0%,20.6µM*,18.4µM*
O=[N+]([O-])c1cc([As](=O)(O)c2ccc(O)c([N+](=O)[O-])c2)ccc1O,-8.6%,-3.3%,16.8%
O=C(c1cc(C(=O)NCc2ccccc2)c(=O)n(Cc2ccccc2)c1)c1cc(Cl)ccc1O,2.7%,7.31µM*,8.2µM*
CC1CCC(N2CCN(C(=O)COc3ccccc3)CC2)CC1 (stereo unspecified),0.0%,4.9%,-0.9%
C=CCNC(=S)/N=C/c1c(O)[nH]c(=O)[nH]c1=O,6.0%,-3.5%,3.9%
Cc1nn(CC(C)C)c(Cl)c1C(=O)O,2.7%,-9.7%,-2.2%
C=CCN1CC[C@]23c4c5ccc(O)c4OC2C(O)CC[C@@]3(O)[C@H]1C5 (stereo partly specified),1.3%,-5.0%,-4.6%
COC(=O)C1=C(c2ccccc2)C[C@@H]2CC[C@H]1N2C(=O)NCc1ccccc1,/,0.1%,-25.1%
Cc1ccc([C@H]2C[C@H](O)[C@@H](n3cc(COC(=O)c4ccccc4)nn3)CN2CC2CCCCC2)cc1,/,?,20.6µM*
COc1ccc(CN2Cc3cc(N4CCOCC4)ccc3-n3nncc3C2)cc1,/,20.6µM*,?
COCCOC(=O)C1=C(N)OC(C)=C(C(=O)OC)C12C(=O)Nc1ccccc12 (stereo unspecified),-4.4%,0.2%,-18.4%
CCNc1cc(N2CCN(C)CC2)ccc1[N+](=O)[O-],-2.7%,-17.7%,-5.3%
CCC1(CCCC(=O)c2ccc(F)cc2)C(=O)NC(=S)NC1=O,-4.5%,-5.0%,-20.7%
CC(=O)OC1CC2(O)C3CCC4CC(O)CCC4(C)C3CCC2(C)C1C1=CC(=O)OC1 (stereo unspecified),/,?,8.2µM*
O=C(O)CCCCCCNC1c2ccccc2CCc2ccccc21,/,-3.4%,1.8%
Cn1cc(C(=O)c2ccccc2)c2ccccc21,3.9%,-98.7%,?
COc1ccc(CCNC(=O)c2ccc3c(c2)N=C(C)c2cc(C)ccc2S3)cc1OC,7.5%,?,14.6µM*
CCC(C)n1c(O)c(/C=N/Nc2nc3c(c(=O)n(C)c(=O)n3C)n2C)c(=O)[nH]c1=S (stereo unspecified),/,-24.8%,?
COc1ccc2c(c1)C1OCCNC1CC2 (stereo unspecified),/,-8.0%,-9.3%
Cc1ccc(C(=O)N[C@@H](C)CN2C3=NC[C@H](Cc4ccccc4)N3C[C@H]2Cc2ccc(O)cc2)cc1Br,/,14.6µM*,16.4µM*
COC(=O)C1=C(c2ccc(OC)c(OC)c2)C[C@@H]2CC[C@H]1N2C(=O)NC1Cc2ccccc2C1,0.8%,?,-25.8%
CC1CCCN(CCCNC(=O)c2ccc3c(c2)N(Cc2cccc(Cl)c2)C(=O)c2ccccc2S3=O)C1 (stereo unspecified),/,?,?
CCCCOc1ccc(Cn2c(=O)oc3ccccc32)cc1,2.5%,?,?
COc1cc(C)c(CN2CCN(c3ccccc3)CC2)cc1C,-5.9%,-10.0%,-6.5%
COC(=O)C1=C(c2cc3ccccc3o2)C[C@@H]2CC[C@H]1N2C(=O)N1CCC(C)CC1,/,4.61µM*,2.91µM*
CN(CCc1nnc(N)s1)[N+](=O)[O-],-2.4%,-4.1%,-5.5%
Cc1ccccc1CN1C(=O)CN=C(c2ccccc2)c2cc(Cl)ccc21,4.7%,?,18.4µM*

# Reformatted with tabs: 18 of the compounds above.
structure	TDP1 block	TDP1 cell CPT	TDP1 cell noCPT
C=CCN1CC[C@]23c4c5ccc(O)c4OC2C(O)CC[C@@]3(O)[C@H]1C5 (stereo partly specified)	1.3%	-5.0%	-4.6%
COC(=O)C1=C(c2ccccc2)C[C@@H]2CC[C@H]1N2C(=O)NCc1ccccc1	/	0.1%	-25.1%
Cc1ccc([C@H]2C[C@H](O)[C@@H](n3cc(COC(=O)c4ccccc4)nn3)CN2CC2CCCCC2)cc1	/	?	20.6µM*
COc1ccc(CN2Cc3cc(N4CCOCC4)ccc3-n3nncc3C2)cc1	/	20.6µM*	?
COCCOC(=O)C1=C(N)OC(C)=C(C(=O)OC)C12C(=O)Nc1ccccc12 (stereo unspecified)	-4.4%	0.2%	-18.4%
CCNc1cc(N2CCN(C)CC2)ccc1[N+](=O)[O-]	-2.7%	-17.7%	-5.3%
CCC1(CCCC(=O)c2ccc(F)cc2)C(=O)NC(=S)NC1=O	-4.5%	-5.0%	-20.7%
CC(=O)OC1CC2(O)C3CCC4CC(O)CCC4(C)C3CCC2(C)C1C1=CC(=O)OC1 (stereo unspecified)	/	?	8.2µM*
O=C(O)CCCCCCNC1c2ccccc2CCc2ccccc21	/	-3.4%	1.8%
Cn1cc(C(=O)c2ccccc2)c2ccccc21	3.9%	-98.7%	?
COc1ccc(CCNC(=O)c2ccc3c(c2)N=C(C)c2cc(C)ccc2S3)cc1OC	7.5%	?	14.6µM*
CCC(C)n1c(O)c(/C=N/Nc2nc3c(c(=O)n(C)c(=O)n3C)n2C)c(=O)[nH]c1=S (stereo unspecified)	/	-24.8%	?
COc1ccc2c(c1)C1OCCNC1CC2 (stereo unspecified)	/	-8.0%	-9.3%
Cc1ccc(C(=O)N[C@@H](C)CN2C3=NC[C@H](Cc4ccccc4)N3C[C@H]2Cc2ccc(O)cc2)cc1Br	/	14.6µM*	16.4µM*
COC(=O)C1=C(c2ccc(OC)c(OC)c2)C[C@@H]2CC[C@H]1N2C(=O)NC1Cc2ccccc2C1	0.8%	?	-25.8%
CC1CCCN(CCCNC(=O)c2ccc3c(c2)N(Cc2cccc(Cl)c2)C(=O)c2ccccc2S3=O)C1 (stereo unspecified)	/	?	?
CCCCOc1ccc(Cn2c(=O)oc3ccccc32)cc1	2.5%	?	?
COc1cc(C)c(CN2CCN(c3ccccc3)CC2)cc1C	-5.9%	-10.0%	-6.5%

# Not all compounds are listed; rates above refer to the full screens.
